# Bioassay records: PubChem BioAssay, several laboratories
# MT stabilizer – microtubule stabilizers in HeLa cells; AID 2205; % tubulin-high responders, % at 10 µM; actives 0.83% (n = 200,000); HeLa tubulin immunostaining HCS, 24 h; share of cells brighter than vehicle mean+2SD;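 active means plate Z-score above 3 for both tubulin-high and condensed-nucleus cell shares, with cell loss under 80%, at 10 µM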;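 further: anti alpha tubulin signal scored within the nucleus-defined area of each cell; some results filed as inactive read as strong as hits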
# TNAP activation fold – human TNAP enzyme activators, primary screen, biochemical, luminescent, no phosphate acceptor, uHTS (AID 1001); purified TNAP, luminescent activation assay, no phosphate acceptor; higher activation fold means a stronger effect; activation fold at 20 µM; hits with a dose series show EC50 in µM; actives 0.03% (n = 200,000); in the data active means activation fold from about 3, or a potency from the dose series; inactive means the rest, 99 in 100 with activation fold below about 1.6; further: many of its hits are not listed in these tables
# b-catenin transl – beta-catenin nuclear translocation modulation | actives 0.3% (n = 190,000) | nuclear translocation activity, % at 5 µM | HeLa beta-catenin nuclear translocation, immunofluorescence imaging | AID 1665;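 active means nuclear translocation activity above 50% at 5 µM, with a well cell count of 50 or more; inconclusive means wells under 50 cells across six images, flagged as toxic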;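 further: per-cell ratio of nuclear to cytoplasmic median beta-catenin stain intensity; plate controls were DMSO negative control for no effect and GSK-3 inhibitor IX positive control for full effect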
#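 Assay system: human HeLa cells, native beta-catenin; doses: 5 µM primary, 0.02–20 µM confirmation; incubation: compound treatment 24 h, 37°C, 5% CO2; technique: fluorescence imaging of beta-catenin antibody stain plus DAPI; measure: % activation, nuclear-to-cytoplasmic median beta-catenin signal ratio per cell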
# Autophagy HCS – autophagy modulation, high-content screen | MEF GFP-LC3 puncta imaging; test concentration mostly 10 µM | calls only at 10 µM (by protocol) | actives 0.98% (n = 190,000);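 active means percentage of spot-positive cells more than 3 SD above its plate mean, without a fluorescence outlier flag or 80% toxicity; inconclusive means no clear call, values can overlap the other calls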;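 further: spot-positive cell cutoff set from DMSO-treated cells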
# human PMI inhibition – MPI enzyme activity inhibition – biochemical, fluorescence intensity, coupled assay, primary screen (AID 1209) | actives 0.42% (n = 190,000) | inhibition, % at 20 µM, or IC50 in µM where a hit was titrated | purified PMI enzyme, coupled fluorescence intensity; higher % means a stronger effect;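 further: plate controls were DMSO vehicle for no effect and wells lacking substrate for full effect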
# T cell modulator – modulates CD8 T cell binding to vesicles. 2C CD8+ T cell-vesicle binding, flow cytometry; active compounds read low. calls only at 7 µM. actives 0.068% (n = 330,000). AID 2052;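 active means response, share of CD8 T cells binding vesicles, and their 90th percentile fluorescence all below set limits, cut at about 80% in these data, passing the limit was not always enough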
#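 Test system: purified 2C TCR transgenic mouse naive CD8+ T cells. Probe or stimulus: QL9-peptide-loaded Drosophila micro-vesicles bearing Ld, ICAM-1 and B7-1. Incubation: binding step 1.5 h, 37 °C, antibody labelling 20 min, ice. Measured by: flow cytometry of vesicle-bound cells.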
# Insulin prom up – MIN6 insulin promoter up-regulation; MIN6 insulin promoter-GFP reporter, high-content imaging; active compounds read high; z-score at 5 µM; actives 0.3% (n = 190,000); AID 1625;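 active means z-score above 3 at 5 µM with at least 500 cells counted in the well; inconclusive means wells under 500 cells, flagged as cytotoxic or low count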
# Lipid droplet – hepatic lipid droplet formation modulation | actives 0.4% (n = 240,000) | AID 1656 | inhibition, % at 6.5 µM | AML12 mouse hepatocytes, oleate lipid droplets, BODIPY imaging;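 active means lipid droplet intensity inhibited by at least 50%, with more than 500 cells counted; inconclusive means wells with under 300 cells, treated as cytotoxic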
#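 Assay system: AML12 hepatocytes (mouse) / Also added: 100 µM oleic acid challenge / Times: overnight treatment with compound plus oleate / Detection: high-content imaging of BODIPY-stained droplets and DAPI nuclei / Evaluation: % inhibition of lipid droplet signal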
# human PMI inhibitors – MPI inhibition at elevated mannose 6-phosphate – biochemical, fluorescence intensity, high mannose 6-phosphate, primary screen (AID 1220); inhibition, % at 20 µM; hits with a dose series show IC50 in µM; recombinant PMI enzyme, coupled fluorescence intensity; higher % means a stronger effect; actives 0.66% (n = 190,000)
# Insulin prom up cell count – second read-out of Insulin prom up, no call of its own (marks repeat the call); cell count; measured here: cytotoxicity, nuclei count;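 total cells summed across four imaged fields per well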
# Lipid droplet cells 6.5 µM – recorded beside Lipid droplet, whose call it bears; cell count; measured here: cell count, cytotoxicity flag;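 cells counted across two imaged fields per well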
# b-catenin transl cell count 5 µM – recorded beside b-catenin transl, whose call it bears; cell count; measured here: cell count, cytotoxicity flag
# T cell modulator vesicle-bound % – further read-out of T cell modulator, marked with its call; double positive events, %; measured here: CD8+ vesicle-bound cell fraction;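 binding gate set so that unloaded-vesicle control wells show 10% double positive cells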
# MT stabilizer Hoechst-high % – also measured in MT stabilizer; calls as there; % Hoechst-high responders; measured here: nuclear condensation Hoechst responders;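 share of cells brighter than vehicle mean plus two SD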
# MT stabilizer cytotoxicity % – second read-out of MT stabilizer, no call of its own (marks repeat the call); toxicity, %; measured here: cytotoxicity by cell density;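 0% = mean cell density of plate MIN control wells and 100% = no cells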
# Autophagy HCS cell loss 18 h – also measured in Autophagy HCS; calls as there; toxicity, %; measured here: cell loss, nuclei count;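 cell loss after 18 h compound exposure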
# The depositor's hits bear a star; i = inactive; ? = inconclusive; · = no result given. Unless noted, no stated cut-off is given here; in the data, active means inhibition above about 50%; inactive means the rest.
# Fields: MT stabilizer	MT stabilizer Hoechst-high %	MT stabilizer cytotoxicity %	TNAP activation fold	b-catenin transl	b-catenin transl cell count 5 µM	Autophagy HCS	Autophagy HCS cell loss 18 h	human PMI inhibition	T cell modulator	T cell modulator vesicle-bound %	Insulin prom up	Insulin prom up cell count	Lipid droplet	Lipid droplet cells 6.5 µM	human PMI inhibitors
CCOC(=O)c1nn(-c2ccccc2C)c2nc(Nc3ccccc3)cc(=O)n12
    6.1	2.5	2.3	1.1	-0.5	551	i	-8	-7%	i	6	?	·	6	729	3%
CCOC(=O)Cc1nnc(-c2ccccc2)o1
    5.6	2.3	8.0	1	0.9	1104	i	4	17%	i	46	0.21	1042	1	720	40%
CCOC(=O)c1c(C)[nH]c(C2=NNC(=NC3CC3)SC2)c1C
    7.1	1.6	5.5	1	0.7	891	i	-5	17%	i	18	0.69	1376	15	727	20%
O=C(CCCN1C(=O)c2ccccc2C1=O)NCCC1=CCCCC1
    2.7	1.7	7.9	1	0.1	1097	i	-1	16%	i	11	0.09	1631	-2	665	15%
O=C(Nc1ccccc1[N+](=O)[O-])c1cccnc1Cl
    3.7	1.6	0.4	1	-1.8	547	i	-12	-6%	i	46	0.38	1189	-6	685	10%
Cc1[nH]c2c(Cl)cccc2c1CCNC(=O)C1CCCCC1C(=O)OCC(F)(F)F (stereo not given)
    2.1	2.1	4.5	1	-0.9	1076	i	-1	7%	i	46	-0.03	1443	7	667	-6%
CCCc1nn(C(=O)c2ccccc2)c2c1C(=O)CC(C)(C)C2
    1.9	1.2	11	0.5	·	·	i	3	9%	i	14	·	·	0	790	2%
CN(c1ccccc1C(=O)O)S(=O)(=O)c1ccc2c3c(cccc13)C(=O)N2
    3.8	2.6	6.0	1.1	0.6	1241	i	1	0%	i	27	0.67	1195	-3	731	29%
COc1ccc(NC(=O)N2CCc3ccccc32)cc1
    0.8	1.9	11	1.1	-1.8	1200	i	-5	3%	i	48	-0.43	978	-14	756	-1%
COc1cc(C(=O)NCCC(=O)NCCCN2CCCCC2)cc(OC)c1OC
    1.5	2.5	3.8	1.1	4.6	1213	i	-3	8%	i	22	0.66	1339	-10	740	12%
COc1cccc(NC(=O)CSc2nnc(C)s2)c1
    3.5	0.6	23	1	·	·	i	-5	13%	i	44	-0.39	1247	-2	742	9%
O=c1ccc(Cl)cn1Cc1ccccc1F
    2.9	2.0	7.1	1.1	·	·	i	-5	-5%	i	57	·	·	-2	750	12%
CCOC(=O)c1c(NC(=O)c2cc(CC(C)C)on2)sc(C(C)=O)c1C
    8.4	1.1	6.6	1	-3.4	1097	·	·	17%	i	42	0.01	1745	-3	704	17%
Cc1ccc(C(=O)NC2CCN(S(=O)(=O)c3ccccc3)CC2)cc1
    1.8	1.8	9.2	1.1	0.0	1530	i	1	2%	i	50	0	1347	3	727	-1%
Cc1ccc(-n2ncc(C(=O)Nc3cc(Cl)ccc3C)c2C2CCNCC2)cc1C
    3.8	2.5	8.9	1.1	0.5	914	i	1	7%	i	57	·	·	1	660	6%
CCCSc1nnc2n(C)c(=O)c3c4c(sc3n12)CCC4
    3.5	0.9	5.2	1.1	-0.5	1155	i	-3	2%	i	41	-0.3	1056	·	·	-1%
COc1ccc(NC(=S)N2CCNC(=O)C2CC(=O)Nc2ccc(C)cc2)cc1 (stereo not given)
    4.9	2.1	12	1	1.5	1154	i	11	16%	i	36	0.03	1353	9	628	5%
CCn1c(CNC(=O)COc2ccc(C(C)C)cc2)nnc1SCC(=O)Nc1ccccc1F
    2.1	1.2	8.2	1	-0.1	1093	i	-11	-2%	i	53	-0.27	924	-1	726	-8%
O=C(COC(=O)c1cc(=O)[nH]c2ccccc12)c1cccs1
    0.9	1.5	4.9	1.1	1.2	994	i	-4	0%	i	54	0.33	1430	3	720	1%
Cc1cc(C)c(C)c(S(=O)(=O)Nc2ccc(O)cc2)c1C
    3.4	3.0	6.7	1.1	0.0	1112	i	-8	19%	i	34	-0.2	1181	7	729	21%

# Only Insulin prom up and Autophagy HCS cell loss 18 h (2 entries from above):
SMILES | Insulin prom up | Autophagy HCS cell loss 18 h
CCOC(=O)c1nn(-c2ccccc2C)c2nc(Nc3ccccc3)cc(=O)n12 | ? | -8
CCCSc1nnc2n(C)c(=O)c3c4c(sc3n12)CCC4 | -0.3 | -3

# Back to the main list with the three entries that preceded the break.
# Fields: MT stabilizer	MT stabilizer Hoechst-high %	MT stabilizer cytotoxicity %	TNAP activation fold	b-catenin transl	b-catenin transl cell count 5 µM	Autophagy HCS	Autophagy HCS cell loss 18 h	human PMI inhibition	T cell modulator	T cell modulator vesicle-bound %	Insulin prom up	Insulin prom up cell count	Lipid droplet	Lipid droplet cells 6.5 µM	human PMI inhibitors
CCn1c(CNC(=O)COc2ccc(C(C)C)cc2)nnc1SCC(=O)Nc1ccccc1F
    2.1	1.2	8.2	1	-0.1	1093	i	-11	-2%	i	53	-0.27	924	-1	726	-8%
O=C(COC(=O)c1cc(=O)[nH]c2ccccc12)c1cccs1
    0.9	1.5	4.9	1.1	1.2	994	i	-4	0%	i	54	0.33	1430	3	720	1%
Cc1cc(C)c(C)c(S(=O)(=O)Nc2ccc(O)cc2)c1C
    3.4	3.0	6.7	1.1	0.0	1112	i	-8	19%	i	34	-0.2	1181	7	729	21%
O=C(O)c1ccc(N2CC3CC(C2)c2cccc(=O)n2C3)c(NC(=S)Nc2ccc(Cl)cc2Cl)c1 (stereo not given)
    1.1	2.5	2.4	1	-0.2	1201	i	-7	46%	i	12	-0.41	1406	8	722	4%
S=C(NCCc1ccccn1)Nc1ccc(Cl)c(Cl)c1
    2.8	2.8	1.3	1	-7.9	580	i	4	-9%	i	35	0.17	1330	4	628	0%
Cc1ccc(C(=O)N/C(=C\c2cccs2)C(=O)NCc2ccncc2)cc1
    1.2	2.2	5.8	1.1	·	·	i	-2	0%	i	33	·	·	·	·	-5%
CCOC(=O)c1c(OCC)[nH]c2c1cc(O)c1ccccc12
    1.8	2.0	5.9	1	-1.6	1086	i	10	28%	i	39	-0.45	831	·	·	55%*
COc1ccc(Cc2nnc(NC(=O)c3cccc([N+](=O)[O-])c3)s2)cc1
    3.4	3.1	5.5	1	-2.7	1041	i	-1	-8%	i	30	0.11	1372	-24	699	-21%
Cc1cc(NC(=O)Cc2cn3ccsc3n2)n(-c2ccccc2)n1
    3.0	1.6	11	1.1	-0.7	1076	i	0	14%	i	62	·	·	-2	735	12%
CCN(CC)C(=O)C1CCCN(Cc2ccc3c(c2)OCO3)C1 (stereo not given)
    3.3	2.8	4.9	1.2	·	·	i	-40	-6%	i	18	-0.43	885	0	776	-12%
O=C1c2cccc3cccc(c23)C(=O)N1CC1CCCO1 (stereo not given)
    1.6	1.2	5.7	1	-0.7	1013	i	12	-16%	i	66	-0.46	1227	-1	727	-9%
Cc1cccc(Cn2ccc(NC(=O)c3ccc4c(c3)OCO4)n2)c1
    2.4	2.5	3.8	1.1	·	·	i	-8	0%	i	33	-0.4	990	-20	699	-4%
COc1ccc([N+](=O)[O-])cc1NC(=O)CSCc1cc(C)cc(C)c1
    3.4	3.3	0.6	1.1	-2.5	1191	i	-2	21%	i	60	0.3	1380	-30	644	12%
COc1ccc(CCNC(=O)c2c([S-])n(-c3ccc(C)cc3)c3cccc[n+]23)cc1
    ·	·	·	·	-0.9	1359	·	·	·	i	54	-0.47	940	8	704	·
COc1cc(/C=C/C(=O)O)cc(S(=O)(=O)NCc2ccco2)c1OC
    2.8	2.6	5.3	1.1	-0.4	1011	i	-13	9%	i	40	0.26	1353	-17	679	20%
S=c1[nH]cc(Cc2ccccc2)s1
    3.8	2.3	0.8	0.8	1.0	620	i	-3	-13%	i	8	-0.26	1334	3	702	-18%
COc1ccc(C(O)CNc2ccc(C)cc2)cc1 (stereo not given)
    2.1	2.2	16	1.1	1.0	1061	i	-14	9%	i	50	-0.62	1353	·	·	14%
COC(=O)/C(=C/c1ccco1)NC(=O)c1ccco1
    3.8	4.3	1.6	1.2	2.2	914	i	-16	-11%	i	40	0.31	1285	-1	570	6%
COc1ccc(C(=O)C(OC(=O)c2ccc(C)c(NC(C)=O)c2)c2ccccc2)cc1 (stereo not given)
    2.3	1.4	5.0	1.1	0.4	1396	i	-1	14%	i	50	0.4	1361	·	·	12%
CCc1cccc(CC)c1-n1c(-c2cccnc2)n[nH]c1=S
    3.4	1.0	11	1.1	-9.0	1125	i	-23	-3%	i	45	-0.46	1501	4	659	-3%
COc1ccc(C2c3c(ccc4ccccc34)Oc3ncn4nc(CO/N=C/c5ccccc5)nc4c32)cc1 (stereo not given)
    1.3	1.3	8.2	1.1	-1.9	1215	i	-5	5%	i	19	-0.96	957	-2	803	5%
O=C(CSc1nc2ccccc2n1CC(=O)N1CCCCC1)N1CCCCC1
    ·	·	·	·	-0.7	1302	·	·	·	i	25	0.11	875	6	698	·
COc1ccc(S(=O)(=O)N2CCN(C(=S)NC3CCCCC3)CC2)cc1
    5.0	2.7	6.0	1.2	-0.7	1017	i	-30	-2%	i	53	0.8	1641	-1	678	-8%
CCOC(=O)NC(=O)CSc1cc(C)c2cc(C)cc(C)c2n1
    2.5	1.7	1.8	1.1	1.2	1055	i	-4	-44%	i	39	-0.27	1092	-6	699	-56%
COCCCNc1nc2c(-c3ccc(Cl)cc3)nnn2c2ccccc12
    3.0	1.6	4.8	1.1	3.5	570	i	-46	3%	i	44	-1.4	1627	-10	742	2%
